Source: PubChem BioAssay
KOR beta-arrestin-1 = kappa opioid receptor blockers – cell-based, luminescence, uHTS (AID 1778); KOR beta-arrestin recruitment, luminescence, antagonist mode; higher % means a stronger effect; hit rate 0.091% among 290,000; inhibition, % at 10 µM, or IC50 in µM where a hit was titrated; note: strong numbers were not always called active
XIAP antagonists = XIAP antagonists, biochemical, IAP family, fluorescence polarization (AID 1018); XIAP BIR domain, fluorescence polarization peptide displacement; higher % means a stronger effect; displacement, % at 20 µM, or IC50 in µM where a hit was titrated; hit rate 0.007% among 200,000; in the data active = displacement above about 50%; note: a part of the inactive calls stands beside numbers as strong as those of hits
NOD2 inhibition = NOD2 signaling inhibitors, cell-based, luminescence, uHTS, HEK293 (AID 1566); HEK293 NOD2/NF-kB luciferase reporter, luminescence; higher % means a stronger effect; inhibition, % at 4 µM; hits with a dose series show EC50 in µM; hit rate 0.63% among 290,000; note: many of its hits are not listed in these tables
PMI inhibition = MPI inhibition at elevated mannose 6-phosphate – biochemical, fluorescence intensity, high mannose 6-phosphate, primary screen (AID 1220); hit rate 0.66% among 190,000; recombinant PMI enzyme, coupled fluorescence intensity; higher % means a stronger effect; inhibition, % at 20 µM; hits with a dose series show IC50 in µM
PMI inhibitors = inhibitors of human PMI, primary screen, biochemical, fluorescence intensity, coupled assay (AID 1209) | purified PMI enzyme, coupled fluorescence intensity; higher % means a stronger effect | hit rate 0.42% among 190,000 | inhibition, % at 20 µM, or IC50 in µM where a hit was titrated;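 note: plate controls were DMSO vehicle for no effect and wells lacking substrate for full effect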
KOR beta-arrestin-2 = KOR agonists, beta-arrestin recruitment, primary screen, cell-based, luminescence, uHTS (AID 1777) | KOR beta-arrestin recruitment, luminescence; higher % means a stronger effect | activation, % at 10 µM, or EC50 in µM where a hit was titrated | hit rate 0.02% among 280,000; in the data active = activation above about 50%, passing the limit was not always enough; note: a part of the inactive calls stands beside numbers as strong as those of hits
TNAP activation fold = stimulation of alkaline phosphatase TNAP activity – biochemical, luminescent, no phosphate acceptor, uHTS, primary screen (AID 1001) | purified TNAP, luminescent activation assay, no phosphate acceptor; higher activation fold means a stronger effect | activation fold at 20 µM, or EC50 in µM where a hit was titrated | hit rate 0.03% among 200,000; in the data active = activation fold from about 3, or a potency from the dose series; inactive = the rest, 99 in 100 with activation fold below about 1.6; note: many of its hits are not listed in these tables
NOD1 inhibition = inhibition of NOD1-driven NF-kB reporter – cell-based, luminescence, uHTS, primary screen (AID 1578); inhibition, % at 4 µM, or EC50 in µM where a hit was titrated; NOD1-driven NF-kB luciferase reporter cells, luminescence; higher % means a stronger effect; hit rate 1% among 290,000; in the data active = inhibition mostly above about 36%, no sharp cut-off; inactive = mostly below about 34%;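 note: HEK-293T reporter cells stimulated with the NOD1 agonist gamma-tri-DAP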
LYP inhibition = inhibitors of LYP phosphatase, biochemical, fluorescence intensity, uHTS (AID 1779); recombinant LYP phosphatase, fluorescence intensity; higher % means a stronger effect; one-dose inhibition, % at 11.5 µM; IC50 in µM for titrated hits; hit rate 0.054% among 290,000;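 note: plate controls were vehicle with enzyme for no effect and no enzyme for full effect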
An asterisk follows results filed as active; . = not tested or not shown; [ ] = another dose, or the depositor's remark. Cut-off read from the data, not from the text of the source, unless noted: active = inhibition above about 50%; inactive = the rest. This is a subset, so the mix of outcomes need not match the whole.

SMILES	KOR beta-arrestin-1	XIAP antagonists	NOD2 inhibition	PMI inhibition	PMI inhibitors	KOR beta-arrestin-2	TNAP activation fold	NOD1 inhibition	LYP inhibition
CCC(C)(C)n1nnnc1C(c1ccc(O)cc1)N1CCc2ccccc2C1 (stereo not given)	-6%	-4.6%	18%	7%	12%	3.1%	1	-4%	0%
CCN(CC)c1ccc(/C=N/N2CCN(Cc3ccc(Cl)cc3)CC2)c(O)c1	7%	.	5%	.	.	0.0%	.	-6%	-2%
Cc1nc(-c2nnc(SCC(=O)Nc3ccc(Cl)cc3)n2C)cs1	12%	.	-8%	.	.	2.0%	.	-14%	-8%
CCN1C(=NCCN2CCOCC2)N[C@@H](c2ccccc2)C(C(=O)OC)=C1C	-38%[20 µM]	.	0%	.	.	.	.	1%	-7%
CCOc1ccc(-n2c(SCC(=O)NCc3ccco3)nnc2-c2c[nH]c3ccccc23)cc1	-12%	-2.6%	0%	15%	11%	-2.2%	1.3	-24%	0%
O=C(CCCCn1c(=O)[nH]c2ccsc2c1=O)NCc1ccc2c(c1)OCO2	22%	-4.1%	-3%	5%	-4%	-8.6%	0.9	-31%	3%
CCOc1ccc(C(CC(=O)O)NC(=O)C(CC)c2ccccc2)cc1 (stereo not given)	7%	.	-16%	.	.	9.0%	.	-4%	-5%
CCOc1ccccc1Nc1nnc(SCc2ccc(C(=O)OC)o2)s1	-7%	-0.9%	3%	17%	16%	15%	1.2	-17%	-8%
COc1ccc(N2CC(C(=O)N3CCN(c4ccccc4F)CC3)CC2=O)cc1 (stereo not given)	-33%	.	-8%	.	.	2.7%	.	-28%	-9%
COc1ccc(NS(=O)(=O)c2ccc(NS(=O)(=O)c3cccc(C(=O)O)c3)cc2)cc1	7%	.	7%	.	.	2.3%	.	30%	-5%

Profiles, looked up by structure. Screens in order: KOR beta-arrestin-1	XIAP antagonists	NOD2 inhibition	PMI inhibition	PMI inhibitors	KOR beta-arrestin-2	TNAP activation fold	NOD1 inhibition	LYP inhibition
`CCOc1ccc(-n2c(SCC(=O)NCc3ccco3)nnc2-c2c[nH]c3ccccc23)cc1` is entered as -12%	-2.6%	0%	15%	11%	-2.2%	1.3	-24%	0%
`CCN(CC)c1ccc(/C=N/N2CCN(Cc3ccc(Cl)cc3)CC2)c(O)c1` is entered as 7%	.	5%	.	.	0.0%	.	-6%	-2%
`Cc1nc(-c2nnc(SCC(=O)Nc3ccc(Cl)cc3)n2C)cs1` is entered as 12%	.	-8%	.	.	2.0%	.	-14%	-8%
`COc1ccc(NS(=O)(=O)c2ccc(NS(=O)(=O)c3cccc(C(=O)O)c3)cc2)cc1` is entered as 7%	.	7%	.	.	2.3%	.	30%	-5%

(listing goes on)
SMILES	KOR beta-arrestin-1	XIAP antagonists	NOD2 inhibition	PMI inhibition	PMI inhibitors	KOR beta-arrestin-2	TNAP activation fold	NOD1 inhibition	LYP inhibition
NC(=O)Cn1cnc2c(nnn2-c2cccc(Cl)c2)c1=O	18%	.	0%	.	.	1.0%	.	-1%	-9%
CCOc1ccc(C(=O)NC2CC3CCCC(C2)N3CC(C)C)cc1 (stereo not given)	-39%	-6.1%	9%	2%	3%	-7.3%	1.1	-24%	-4%
COc1cccc(/C=C(/C(=O)OCC(N)=O)c2ccccc2)c1	-28%	-7.6%	6%	7%	5%	0.5%	1	1%	-4%
Cc1ccccc1NC(=O)CSC1=C(C#N)C(c2ccsc2)CC(=O)N1 (stereo not given)	-22%	-24%	-17%	7%	8%	-2.8%	1.1	-18%	7%
COc1cccc(/C=N/NC(=O)c2ccc(=O)n(C)c2)c1OC	1%	-2.2%	-14%	-4%	4%	1.0%	1.1	3%	-5%
O=[N+]([O-])c1cccc(/C=N/N2CCN(c3ccccn3)CC2)c1	-22%	-14%	-35%	26%	28%	-4.9%	1	-8%	-1%
Nn1c(COc2ccccc2)nnc1SCc1cc(=O)[nH]c2ccccc12	-10%	-0.8%	7%	4%	2%	7.4%	1.1	-38%	-2%
NC1=NC(=O)/C(=C\c2ccco2)S1	-4%	.	13%	.	.	-2.4%	.	-10%	-3%
COc1ccc(C(CNC(=O)c2oc3cc(Br)ccc3c2C)N2CCCCC2)cc1 (stereo not given)	20%	.	-2%	.	.	2.1%	.	-8%	-5%
O=C(N/N=C/c1ccc(O)c(O)c1)c1cccc(S(=O)(=O)N2CCCCC2)c1	-15%	-6.6%	0%	-12%	21%	2.9%	0.2	-39%	6%
CCCC(c1nnnn1Cc1cccs1)N1CCN(c2nc3ccccc3s2)CC1 (stereo not given)	.	-0.2%	-4%	5%	10%	5.8%	1.1	16%	5%
CCn1cc([C@@H]2C[C@H]3CN(Cc4cccc(Cl)c4)C(=O)[C@]34CCCN24)c(C)n1	-16%[20 µM]	-4.1%	11%	25%	13%	.	1.1	-32%	-8%
COc1ccc(C)cc1NC(=O)C1CCCN(S(=O)(=O)c2cccc3nonc23)C1 (stereo not given)	37%	-2.4%	0%	4%	0%	0.1%	1	-13%	-6%
O=C(/C=C/c1ccccc1Cl)NCCN1CCOCC1	-34%	-2.8%	-2%	-8%	-7%	16%	1.1	-2%	0%
CCn1c(CSc2nc3ccccc3s2)nnc1SCC(=O)c1ccc(Cl)cc1	-3%	0.8%	-8%	-5%	0%	-1.7%	1.1	-24%	2%
COc1ccc(CNC(=O)CCSCc2cccc(F)c2)cc1	0%	.	-5%	.	.	4.2%	.	-1%	-1%
COc1cc(-c2csc(C)n2)ccc1O	9%	-5.8%	-4%	-1%	1%	-1.2%	1.1	-24%	-6%
CC1(C)CC2CC(C)(CN2C(=O)c2cc(-c3ccc(O)cc3)on2)C1 (stereo not given)	4%	.	-6%	.	.	-3.5%	.	15%	-6%
CCCC(=O)Nc1nnc(S(=O)(=O)N(CC)c2ccc(OC)cc2)s1	5%	.	16%	.	.	-1.9%	.	-7%	-5%
CCCOc1ccc(N2C(=O)CC(N(CCc3ccc(OC)cc3)C(=O)/C=C/C(=O)O)C2=O)cc1 (stereo not given)	6%[20 µM]	-2.5%	8%	12%	10%	0.5%	1.1	-29%	-6%
Cc1cccc(C2c3[nH]c4ccccc4c3CCN2C(=O)c2cc(-c3cccn3C)n[nH]2)n1 (stereo not given)	-19%	-3.7%	30%	14%	19%	-4.7%	0.9	-28%	4%
CCN(CC)S(=O)(=O)c1cc(C(=O)O)ccc1Cl	-39%	-3.7%	-6%	-9%	-4%	7.5%	1.1	-7%	-5%
CCCNc1nc(Cl)nc(Nc2ccc(Cl)cc2)n1	9%	.	10%	.	.	-2.8%	.	-29%	-3%
Cc1cc(-n2cccn2)ccc1CN1CCN(C2CCCC2)C(CCO)C1 (stereo not given)	-20%	-8.4%	-21%	-3%	4%	3.5%	1	45%	-11%
COc1cc(/C=N/NC(=O)c2ccncc2)ccc1OC(=O)c1ccccc1Cl	-16%[20 µM]	-7.1%	-6%	3%	2%	-5.3%	1	-33%	5%
Cc1ccc(Cn2nnnc2CN2CCC(O)(c3ccc(F)cc3)CC2)cc1	9%	-3.0%	20%	-5%	-3%	-0.9%	1	8%	-10%
O=C(COC(=O)c1cccs1)NCCC1=CCCCC1	15%	-3.3%	-1%	-4%	4%	0.7%	1.1	0%	-11%
CN(C(=O)COc1ncnc2sccc12)c1ccccc1	19%	-7.8%	-2%	6%	6%	-4.4%	1.1	-16%	-8%
COc1ccc(NC(=O)c2ccc3c(=O)n(-c4ccc(OC)cc4OC)c(=S)[nH]c3c2)c(OC)c1	-12%	-7.8%	-5%	12%	14%	0.8%	1	-10%	12%
Oc1ccc(-c2n[nH]c(=S)n2-c2ccc3c(c2)OCCO3)c(O)c1	-9%	-7.0%	-17%	7%	-3%	-1.9%	0.8	27%	0%

Brought forward from above: three entries; new compounds follow.
SMILES	KOR beta-arrestin-1	XIAP antagonists	NOD2 inhibition	PMI inhibition	PMI inhibitors	KOR beta-arrestin-2	TNAP activation fold	NOD1 inhibition	LYP inhibition
CN(C(=O)COc1ncnc2sccc12)c1ccccc1	19%	-7.8%	-2%	6%	6%	-4.4%	1.1	-16%	-8%
COc1ccc(NC(=O)c2ccc3c(=O)n(-c4ccc(OC)cc4OC)c(=S)[nH]c3c2)c(OC)c1	-12%	-7.8%	-5%	12%	14%	0.8%	1	-10%	12%
Oc1ccc(-c2n[nH]c(=S)n2-c2ccc3c(c2)OCCO3)c(O)c1	-9%	-7.0%	-17%	7%	-3%	-1.9%	0.8	27%	0%
Cc1cccc(OCc2ccc(C(=O)Nc3ccc(F)cc3)cc2)c1	24%	2.0%	10%	-12%	-1%	-0.5%	1.1	-10%	6%
CC(=O)Nc1ccc(S(=O)(=O)N2CCC(NC(C)=O)(c3cccc(F)c3)CC2)cc1	6%	2.5%	2%	-1%	-4%	7.8%	1.1	0%	-4%
CC(Oc1ccc(Cl)cc1)C(=O)Nc1ncccn1 (stereo not given)	-18%	-8.6%	-4%	-12%	-9%	-7.5%	1.1	-9%	-9%
CCN(CC)C(=O)C(=O)c1cn(CC(=O)N2CCc3ccccc3C2)c2ccccc12	10%	-11%	7%	4%	-3%	1.2%	1	-9%	-5%
CC1Cc2cc(S(=O)(=O)N3CCN(C)CC3)ccc2N1C(=O)C1CC1 (stereo not given)	-22%	.	16%	.	.	1.8%	.	-10%	-5%
CCOC(=O)c1ccc(NC(=O)COC(=O)Cc2csc(-c3ccccc3)n2)cc1	4%	-4.7%	20%	6%	17%	-2.2%	1.1	-11%	-3%
Cc1ccccc1C(=O)N(CC(=O)Nc1sc(C)c(C)c1C(N)=O)C1CCCC1	-6%	.	7%	.	.	1.8%	.	24%	-4%
Cc1cc(O)c(/C=N/Nc2ccccc2)c(=O)o1	-11%	-0.7%	-81%	-102%	-52%	-1.3%	1	-38%	-6%
CSc1ccc(Cl)c(C(=O)NCCOc2ccccc2)c1	-8%	-0.2%	0%	3%	-1%	0.4%	1.1	12%	-3%
CCOC(=O)CON1C(=O)C(=O)N(OCC(=O)OCC)[C@H]2CCCC[C@H]21	14%	.	6%	.	.	-2.1%	.	5%	-9%
Cc1cc(=O)[nH]c(=O)n1Cc1ccccc1	-1%	-3.4%	21%	-2%	0%	-1.8%	1.1	-10%	-8%
CCn1c2ccccc2c2cc(NC(=O)COC(=O)c3cc(Cl)c(N)cc3OC)ccc21	-14%	.	2%	.	.	5.4%	.	6%	5%
Cc1cccc(OCC(=O)Nc2ccc(S(=O)(=O)Nc3onc(C)c3C)cc2)c1C	-11%	.	6%	.	.	-5.5%	.	-24%	-3%
Cc1cc(C(=O)Nc2ccccc2C(=O)O)oc1C	-13%	.	-16%	.	.	2.5%	.	-12%	-5%
CCN1C(=O)C(CC(=O)NCCc2ccccc2)N(NC(=O)c2cccnc2)C1=S (stereo not given)	-24%	-6.8%	-2%	4%	-6%	7.6%	1.1	-19%	-2%
